# Screening results: PubChem, National Center for Advancing Translational Sciences (NCATS)
# PLK1 PBD inh: PLK1 (human) polo-box domain binding inhibition. P53350. Plk1 PBD binding of FITC phosphopeptide, fluorescence polarization. Potency, µM, without a hit: max response, negative = inhibition, most hits filed as inhibitors. actives 2.8% (n = 360,000). AID 720504; note: potency is the fitted concentration of half-maximal effect; series mostly up to about 57 µM; % is set by controls: 0 for no effect and ±100 for the full control effect; nearly all actives have a fitted effect of over 65% in size
# Target sequence (P53350 whole entry, looked up, the tested form may be a part): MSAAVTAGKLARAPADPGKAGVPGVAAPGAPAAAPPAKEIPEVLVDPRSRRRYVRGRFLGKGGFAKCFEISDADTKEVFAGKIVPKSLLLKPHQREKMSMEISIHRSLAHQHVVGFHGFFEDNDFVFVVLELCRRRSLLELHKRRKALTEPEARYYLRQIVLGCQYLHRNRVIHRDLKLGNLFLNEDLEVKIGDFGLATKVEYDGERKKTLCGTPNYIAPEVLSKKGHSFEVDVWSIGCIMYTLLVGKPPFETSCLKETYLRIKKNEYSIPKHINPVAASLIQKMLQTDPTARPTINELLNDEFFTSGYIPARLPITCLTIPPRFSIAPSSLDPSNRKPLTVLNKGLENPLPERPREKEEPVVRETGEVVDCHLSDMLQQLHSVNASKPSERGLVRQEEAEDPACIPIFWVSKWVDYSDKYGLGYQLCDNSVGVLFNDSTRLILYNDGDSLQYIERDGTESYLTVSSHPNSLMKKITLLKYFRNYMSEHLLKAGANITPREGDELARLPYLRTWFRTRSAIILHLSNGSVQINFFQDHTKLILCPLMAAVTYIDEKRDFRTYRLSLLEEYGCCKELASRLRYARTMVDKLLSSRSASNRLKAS
# PI5P4K alpha inh: inhibitors of human PI5P4K alpha. P48426. AID 652105. max response, %. actives 1.2% (n = 330,000). PI5P4Kalpha enzyme, ADP-Glo luminescence, 60 min; hits give low values; active = max response of -50% or lower; inconclusive = between -30% and -50%; inactive = -30% or higher; note: value at the top dose of about 77 µM; % is set by controls: 0 for no effect and ±100 for the full control effect
# Target sequence (P48426 whole entry, looked up): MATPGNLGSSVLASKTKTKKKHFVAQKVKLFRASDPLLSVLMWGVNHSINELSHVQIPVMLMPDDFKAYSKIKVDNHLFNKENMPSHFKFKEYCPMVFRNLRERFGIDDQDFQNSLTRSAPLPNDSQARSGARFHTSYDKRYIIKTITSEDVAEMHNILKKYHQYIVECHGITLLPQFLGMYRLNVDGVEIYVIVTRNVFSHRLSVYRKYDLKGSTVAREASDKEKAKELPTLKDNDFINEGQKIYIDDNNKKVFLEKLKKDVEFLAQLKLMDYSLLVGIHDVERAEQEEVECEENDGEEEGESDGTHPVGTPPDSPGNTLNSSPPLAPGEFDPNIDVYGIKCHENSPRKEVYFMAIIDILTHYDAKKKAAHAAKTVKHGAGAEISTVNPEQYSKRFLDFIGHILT
#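 Single end-point luminescence (ADP-Glo) quantified ADP from PI5P4Kalpha turnover; ATP 5 microM final, 1 h at RT, 0.1% CHAPS and 0.28 mM EGTA in HEPES pH 7.4.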
# WRN inhibitor: inhibitors of human WRN helicase | Q14191 | WRN helicase unwinding, fluorescent forked duplex, kinetic | Potency, µM (doses to about 114 µM), inactives show top-dose activity change, negative = inhibition, most hits filed as inhibitors | actives 0.46% (n = 360,000) | AID 651768; note: potency is the fitted concentration of half-maximal effect; % is set by controls: 0 for no effect and ±100 for the full control effect; nearly all actives have a fitted effect of over 55% in size
#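 WRN at 20 nM final preincubated with compound 15 min at room temperature; reaction started with 100 nM fluorophore/quencher forked duplex oligonucleotide and 2 mM ATP final. Unwinding followed kinetically by red fluorescence (ex 525, em 598 nm).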
# Abeta rescue: compounds reversing amyloid beta toxicity in yeast | Potency, µM (doses to about 46.1 µM), for the others: at the highest dose growth rescue, hits mostly activators | actives 0.063% (n = 410,000) | yeast expressing A-beta42, growth rescue, OD600, 48 h; response scale: 0% DMSO, 100% iron-clioquinol control | AID 1347071; note: potency is the fitted concentration of half-maximal effect; nearly all actives have a fitted effect of over 55% in size
#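 Growth rescue measured by 600 nm absorbance after 48 h yeast culture at 30 C with compound. Values normalized between DMSO and an equimolar ferric chloride plus clioquinol control.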
# EPAC1 agonist: EPAC1 (human) agonism; EPAC1 agonist qHTS, biochemical assay; response scale: 100% = response to 6.5 mM cAMP; Potency, µM (top dose mostly 154 µM), without a hit: top-dose activation, hits mostly activators; actives 0.073% (n = 360,000); note: potency is the fitted concentration of half-maximal effect; nearly all actives have a fitted effect of over 60% in size
#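 Fluorescent GDP-exchange assay: 100 nM EPAC1 with 250 nM Rap1B preloaded with BODIPY-GDP and 50 uM GDP; compounds tested as concentration series, 5 min at room temperature, then read every 5 min for 30 min (ex 480/em 540 nm); normalized to 6.5 mM cAMP.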
# EPAC1 antag: EPAC1 (human) antagonism | O95398 | EPAC1 GEF assay, Rap1b-BODIPY-GDP exchange fluorescence | Potency, µM (titrated, usually from 115 µM), without a hit: top-dose activity change, negative = inhibition, actives largely listed as inhibitors | actives 0.14% (n = 360,000);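 note: potency is the fitted concentration of half-maximal effect; plate controls were vehicle for no effect and positive control for full effect; nearly all actives have a fitted effect of over 50% in size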
# FUS suppressor: rescues growth of FUS-expressing yeast; S. cerevisiae FUS-expressing, growth rescue, OD600, 24 h; Potency, µM (series often up to 76.6 µM), for the others: at the highest dose growth rescue (activation), usual class: activators; actives 0.24% (n = 390,000);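 note: potency is the fitted concentration of half-maximal effect; plate controls were DMSO vehicle for no effect and reference control for full effect; nearly all actives have a fitted effect of over 55% in size; some results filed as inactive show a strong effect at the top dose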
#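 Toxicity suppression screen in FUS-yeast. Cells induced with 2% galactose, starting OD 0.005, treated 24hr at 30C with compounds at multiple final concentrations; growth by OD600.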
# IL2 activator: IL-2 activation; IL-2 activation reporter assay, cell-based qHTS; stimulated with anti-CD3/CD4/CD28 beads; in transgenic mouse T cells; activation, % (series mostly up to about 46 µM); actives 0.065% (n = 360,000); AID 652025; in the data active = activation above about 50%; inconclusive = mostly about 30% to 49%; note: 0% is about no effect
#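 EGFP and DsRed fluorescence is measured by plate cytometry in unstimulated transgenic mouse T cells exposed to compound for 60 minutes, then stimulated 18 hours at 37 degrees C with anti-CD3/anti-CD4 beads plus anti-CD28.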
# The depositor's hits bear a star; ? = inconclusive; · = not tested or not shown; [ ] = another dose, or the depositor's remark. Unless noted, calls come from the whole dose curve; as a rule, active = well fitted curve in the direction sought with a large enough effect; inconclusive = small, poorly fitted or top-dose-only effect, or another doubt; inactive = no such curve, though single readings can be large; an effect the other way counts as inactive or inconclusive.
[1] O=C(O)c1ccc(S(=O)(=O)NC2CC2)cc1
[2] COC(=O)NNC(=S)Nc1cc(OC)ccc1OC
[3] O=c1c(-c2ccccc2)cnc2n1CCS2
[4] O=C(C[n+]1cnn(CC(=O)c2ccc(Cl)cc2Cl)c1)c1ccc([N+](=O)[O-])cc1
[5] CN(C)C(=O)/C(=C\c1ccc(-c2cccc([N+](=O)[O-])c2)o1)NC(=O)c1ccccc1
[6] O=C(/C=C/c1ccc2c(c1)OCO2)c1cccnc1
[7] O=C(NCCN1CCOCC1)c1ccc(=O)n(Cc2ccc(Cl)cc2)c1
[8] Cc1cc(C(=O)NNC(=O)c2ccccc2O)c(C)o1
[9] C/C(Cl)=C\Cn1c(Nc2ccc(C)cc2)nc2c1c(=O)n(C)c(=O)n2C
[10] CCOC(=O)c1cccc(NC(=O)CCc2nnc3ccc(N4CCOCC4)nn23)c1

assay / compound	1	2	3	4	5	6	7	8	9	10
PLK1 PBD inh	-10%	?	2%	-4%	2%	-15%	-4%	-2%	-5%	2%
PI5P4K alpha inh	1	·	3	?	-2	-3	-6	-5	2	1
WRN inhibitor	0%	4%	-2%	7%	2%	-18%	3%	-4%	0%	6%
Abeta rescue	2%	-8%	0%	-28%	-6%	12%	-27%	-11%	-6%	6%
EPAC1 agonist	2%	-7%	-5%	-4%	1%	-3%	-1%	-8%	3%	4%
EPAC1 antag	-2%	6%	-6%	-1%	11%	-21%	5%	-24%	-18%	-1%
FUS suppressor	-9%	24%	23%	?	-17%	7%	27%	16%	?	4%
IL2 activator	0.1	-2.6	1.3	1.3	-2.9	-2.8	-0.1	0.8	0.2	-2.2

[11] CC[C@H](C)[C@@H](NC(=O)O[C@@H]1C(=O)c2cc(OC)ccc2O[C@H]1c1ccc(OC)c(Br)c1)C(=O)OC
[12] CN(C)c1ccc(C=NCCc2ccc(S(N)(=O)=O)cc2)cc1
[13] CC(=O)c1ccc(N2CCN(S(=O)(=O)c3ccc4c5c3CC(=O)N5CC(C)S4)CC2)cc1 (stereo not drawn)
[14] Cc1ccc(N2CCN(C(=O)C3CCCN(c4ncnc5c4nc4n5CCCCC4)C3)CC2)c(C)c1 (stereo not drawn)
[15] CCCn1nc(NC(=O)c2ccccn2)c2cc3cc(C)ccc3nc21
[16] O=C(CNS(=O)(=O)c1ccc(F)cc1)Nc1ccc(C(F)(F)F)cc1
[17] CCc1c(O)cc2n(c1=O)-c1ccccc1C2(C)C
[18] CCCn1c(=O)c2sccc2n2c(CCCC(=O)NCC3CCCO3)nnc12 (stereo not drawn)
[19] COc1ccc(C(C(=O)NC(C)(C)C)N(C(=O)CCC(=O)Nc2cc(C)on2)c2c(C)cccc2C)cc1 (stereo not drawn)
[20] O=C(NCc1ccco1)C12CC3CC(CC(C3)C1)C2

assay / compound	11	12	13	14	15	16	17	18	19	20
PLK1 PBD inh	-9%	0%	-8%	-8%	-5%	-4%	-11%	-1%	7%	1%
PI5P4K alpha inh	5	-7	-13	-2	3	·	3	0	-2	5
WRN inhibitor	-4%	1%	3%	-5%	-9%	-3%	-9%	7%	2%[57.1 µM]	-7%
Abeta rescue	2%	-6%	·	·	-3%	-12%	-5%	0%	-9%	20%
EPAC1 agonist	5%	1%	-6%	-1%	7%	-7%	-1%	-20%	-1%	0%
EPAC1 antag	-21%	10%	-2%	-6%	-11%	0%	-4%	-23%	4%	26%
FUS suppressor	?	0%	19%	-9%	12%	5%	25%	0%	-10%	-3%
IL2 activator	1.7	0.2	-0.1	-0.7	2.6	-2.1	3.8	-0.9	-0.2	1.1

[21] Cc1ccc(NC(=O)CC2SC3=NCCN3C2=O)cc1 (stereo not drawn)
[22] CC(C)(C)C(=O)CNS(=O)(=O)c1ccc(S(=O)(=O)NC2CCCC2)cc1
[23] Cc1ccc(C(=O)n2c(N)nc3ccccc32)cc1
[24] CCCS(=O)(=O)N1CCN(C(=O)COc2ccc(-c3ccccc3)cc2)CC1
[25] COc1cccc(N2C(=O)CC(N3CCC(c4nc5ccccc5[nH]4)CC3)C2=O)c1 (stereo not drawn)
[26] CCN(C(=O)COC(=O)/C(=C/c1ccccc1)n1nnnc1C)C1CCCCC1
[27] CN(C)CCN(Cc1ccccc1)S(=O)(=O)c1ccc2c(c1)n(C)c(=O)c(=O)n2C
[28] Cc1cc(NC(=O)c2cc3n(n2)C(C(F)(F)F)CC(c2ccco2)N3)n(-c2ccccc2)n1 (stereo not drawn)
[29] CC1CCN(C(=O)c2cc3nc(C4CC4)cc(C(F)(F)F)n3n2)CC1
[30] COc1ccc(-c2ccnc3cc(C(=O)O)nn23)cc1

assay / compound	21	22	23	24	25	26	27	28	29	30
PLK1 PBD inh	-5%	-10%	-4%	?	-30%	-8%	-1%	-1%	-5%	8%
PI5P4K alpha inh	1	·	2	-25	3	-1	1	0	-2	3
WRN inhibitor	6%	3%	-2%	-7%	5%	-3%	-4%	4%	-6%	-15%
Abeta rescue	-59%[inhibitor]	-3%	6%	9%	-74%[inhibitor]	8%	-7%	5%	2%	-3%
EPAC1 agonist	0%	9%	-3%	0%	-1%	2%	2%	-2%	-6%	2%
EPAC1 antag	-20%	11%	-10%	-14%	4%	-17%	-11%	-1%	-8%	-20%
FUS suppressor	20%	10%	-11%	20%	-5%	4%	-9%	61%	23%	7%
IL2 activator	-0.7	-1.1	-3.3	-1.4	5.3	-3.8	2.9	0.1	1.6	0.4

[31] CC(=O)c1ccc(NC(=O)C(C)OC(=O)c2cccc(-n3cnnn3)c2)cc1 (stereo not drawn)
[32] CCOc1ccccc1OCC(=O)NCc1ccco1
[33] CC(C)n1ncc2c(C(=O)NCCc3ccc(S(N)(=O)=O)cc3)cc(C3CC3)nc21
[34] CN(C)c1oc(-c2ccccc2[N+](=O)[O-])nc1C#N
[35] O=C(/C=C/c1ccc([N+](=O)[O-])cc1)c1ccco1
[36] COc1ccc(N2CC(C(=O)NCCC3=CCCCC3)CC2=O)c(OC)c1 (stereo not drawn)
[37] Nc1ccccc1SCc1cn2ccccc2n1
[38] CN(Cc1ccccc1)C1CCNCC1
[39] O=C(c1ccc(Br)cc1)c1cc([N+](=O)[O-])ccc1N1CCCCC1
[40] O=C(c1cc2cc(F)ccc2[nH]1)N1CCC(Cc2ccccc2)CC1

assay / compound	31	32	33	34	35	36	37	38	39	40
PLK1 PBD inh	2%	-21%	-12%	27µM*	-5%	1%	-6%	-6%	-10%	-7%
PI5P4K alpha inh	-4	·	12	-28	-2	-3	-7	3	4	7
WRN inhibitor	1%	?	-4%	1%	-10%	-2%	-6%	-24%	0%	-1%
Abeta rescue	8%	-15%	0%	-13%	-44%[inhibitor]	-4%	3%	-11%	15%	24%
EPAC1 agonist	-5%	-2%	-4%	-2%	-1%	0%	9%	3%	12%	12%
EPAC1 antag	-7%	11%	-17%	-14%	-4%	11%	6%	1%	8%	-4%
FUS suppressor	-1%	-2%	13%	14%	-4%	9%	3%	11%	22%	7%
IL2 activator	-4.6	2.0	0.2	-1.0	-0.1	-1.2	-0.2	0.9	-2.2	-0.1

[41] N#CC(C#N)=C/C=C(\Nc1ccc(Cl)cc1)c1ccc(Cl)cc1
[42] CCCCOCCCNCc1cccn1CCN1CCOCC1
[43] O=C(Nc1cccc(S(=O)(=O)C(F)F)c1)c1ccc(S(=O)(=O)N2CCCC2)cc1
[44] O=C(CSc1nccn(-c2ccc(Br)cc2)c1=O)NC1CCCC1
[45] COc1cccc(NC(=O)CN(C)C(=O)/C=C/c2ccc3ccccc3n2)c1
[46] Cc1cc(C(=O)CCC(=O)NC(C)c2ccc(S(N)(=O)=O)cc2)c(C)s1 (stereo not drawn)
[47] CCOC(=O)[C@]12CCC=C1N(Cc1ccccc1)C(=O)[C@H](CC(=O)NCC13CC4CC(CC(C4)C1)C3)C2
[48] CCCc1cc(=O)n2[nH]c(NCc3ccc(Cl)cc3Cl)nc2n1
[49] O=C(/C=C/c1ccc(O)c([N+](=O)[O-])c1)c1ccc2ccccc2c1
[50] O=C(Nc1cccc(-n2cnnn2)c1)C1CCCN(Cc2cccc(C(F)(F)F)c2)C1 (stereo not drawn)
[51] CC(NC(=O)COC(=O)CCC(=O)c1ccc(Cl)cc1)c1ccccc1 (stereo not drawn)
[52] Cc1ccccc1-n1nc2c(c1NC(=O)c1cc3ccccc3oc1=O)CS(=O)C2 (stereo not drawn)

assay / compound	41	42	43	44	45	46	47	48	49	50	51	52
PLK1 PBD inh	-2%	-7%	-7%	-9%	0%	0%	-8%	-26%	?	-6%	2%	-4%
PI5P4K alpha inh	-2	-4	-3	0	-9	-8	12	1	?	3	-1	0
WRN inhibitor	2%	4%	-19%	-10%	-6%	-5%	-10%	-3%	?	-11%	7%	-4%
Abeta rescue	-1%	0%	-11%	-14%	12%	6%	1%	-1%	-5%	-5%	2%	1%
EPAC1 agonist	-9%	6%	-14%	-1%	-1%	-6%	-9%	13%	-4%	19%	9%	3%
EPAC1 antag	-6%	-17%	-22%	-3%	-12%	-2%	-3%	-13%	-21%	-18%	7%	14%
FUS suppressor	0%	28%	-8%	8%	26%	4%	?	9%	9%	4%	6%	28%
IL2 activator	2.2	0.9	-0.1	-1.6	-3.0	-3.1	-0.9	0.7	-0.2	-0.8	0.7	1.1
